# Compound activity from PubChem.
# EBV gp42 inh – blocks Epstein-Barr virus glycoprotein 42 binding; 220,000 compounds, 0.42% hits; Fluorescence polarization binding assay, mP read-out; inhibition, % (tested at 21.74 µM); in the data active = inhibition above about 50%
# Target sequence (Q1HVG2 whole entry, looked up): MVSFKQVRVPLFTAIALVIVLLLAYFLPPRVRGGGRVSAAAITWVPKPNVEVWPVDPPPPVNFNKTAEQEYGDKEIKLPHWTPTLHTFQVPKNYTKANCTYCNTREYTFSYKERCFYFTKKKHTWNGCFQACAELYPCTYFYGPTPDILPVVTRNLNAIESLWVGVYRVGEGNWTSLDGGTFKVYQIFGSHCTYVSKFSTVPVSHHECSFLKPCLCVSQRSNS
# Hck-Nef inh – inhibitors of human Hck kinase activated by Nef | AID 463187 | 220,000 compounds, 0.68% hits | P08631 | Recombinant Hck-YEEI plus Nef, Z-Lyte FRET kinase assay | inhibition, % at 20 µM;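 active = Hck-Nef kinase inhibition above about 50%, limit read from the data; inactive = inhibition below that limit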;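 also: 0% = DMSO with Hck plus Nef and 100% = Hck alone without Nef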
# TbHK1 inh – T. brucei hexokinase 1 inhibition; inhibition, % at 10 µM; 220,000 compounds, 0.11% hits; recombinant TbHK1, G6PDH-coupled NADH A340;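 active = inhibition of 50% or more in the single-dose primary screen; inactive = inhibition below 50%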
# zVAD death inh – L929 zVAD cell death inhibition; L929 zVAD necroptosis rescue, ATP luminescence, 24 h; with zVAD 60 µM; viability rescue, % at 10 µM; 220,000 compounds, 0.38% hits;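 active = activation, scaled between plate controls, above about 75%, limit read from the data; inactive = activation under that limit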;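 also: 0% = zVAD with DMSO and 100% = DMSO alone without zVAD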
# Runt-SMMHC FRET – Runt domain-CBFb-SMMHC interaction inhibition | Cerulean-Runt/Venus-CBFb-SMMHC FRET ratio 530/480, 1 h | inhibition, % at 20 µM | 220,000 compounds, 0.74% hits | AID 1434;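 active = mean inhibition across duplicate retests at 20 µM reaching about 50%, limit read from the data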;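 also: 0% = DMSO wells and 100% = wells with excess untagged CBFb-SMMHC; inhibitors lower the FRET ratio by blocking Runt binding to CBFb-SMMHC; some results filed as inactive read as strong as hits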
# Target sequence (Q01196 whole entry, looked up, the tested form may be a part): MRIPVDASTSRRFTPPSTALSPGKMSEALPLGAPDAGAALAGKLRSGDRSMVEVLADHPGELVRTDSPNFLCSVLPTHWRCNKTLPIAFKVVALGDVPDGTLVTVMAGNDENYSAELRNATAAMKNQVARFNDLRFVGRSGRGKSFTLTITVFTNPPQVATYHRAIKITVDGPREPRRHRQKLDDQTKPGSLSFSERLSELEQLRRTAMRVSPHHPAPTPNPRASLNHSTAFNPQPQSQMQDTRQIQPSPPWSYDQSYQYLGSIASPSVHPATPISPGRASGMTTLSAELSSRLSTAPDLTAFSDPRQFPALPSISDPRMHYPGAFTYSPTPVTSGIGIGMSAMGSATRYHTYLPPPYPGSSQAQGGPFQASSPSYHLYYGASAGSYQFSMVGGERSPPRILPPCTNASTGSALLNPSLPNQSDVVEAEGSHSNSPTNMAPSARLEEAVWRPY
# Target sequence (Q13951 whole entry, looked up, the tested form may be a part): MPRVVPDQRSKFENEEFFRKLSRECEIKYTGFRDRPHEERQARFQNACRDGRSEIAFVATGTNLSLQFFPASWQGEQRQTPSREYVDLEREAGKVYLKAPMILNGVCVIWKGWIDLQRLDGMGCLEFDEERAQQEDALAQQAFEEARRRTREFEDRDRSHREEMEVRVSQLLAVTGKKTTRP
# MDM2 E3 inh – Mdm2 E3 ligase (human) inhibition; Q00987; cell-based MDM2 ubiquitination luciferase reporter, 2 h; 0 = plate control, 100 = twice control, blank-subtracted; signal enhancement, % at 5 µM; 210,000 compounds, 0.11% hits; AID 1230;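 active = signal enhancement of 30% or more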;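 also: luminescence tracks abundance of the self-degrading MDM2-luciferase fusion protein; higher signal means inhibition of MDM2 E3 ligase activity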
#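 Timing – 2 h compound exposure at 37 °C · Assay system – mammalian cells stably expressing self-ubiquitinating, self-degrading MDM2 E3–luciferase fusion · Amount – 2000 cells seeded into each well · Measure – % luminescence enhancement versus blank-corrected plate control mean · Measured by – SteadyLite luminescence, 15 min reagent step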
# NCF1 inh – p47phox (human) inhibition | p47phox/p22phox peptide binding, fluorescence polarization, 2 h | inhibition, % at 24.7 µM | 220,000 compounds, 0.53% hits | AID 1274;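 active = inhibition above about 30%, limit read from the data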;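 also: 0% = p47phox with labelled peptide and 100% = labelled peptide alone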
# Runt-CBFb FRET – blocks binding of human RUNX1 Runt domain to CBFb | Q01196+Q13951 | 220,000 compounds, 0.46% hits | AID 1496 | Cerulean-Runt/Venus-CBFb FRET ratio 530/480, 1 h | inhibition, % at 20 µM;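 active = inhibition over about 50% at 20 µM in the single-dose screen, limit read from the data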;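 also: 0% = DMSO wells and 100% = excess unlabeled CBFb competitor control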
#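 Assay system: Cerulean-Runt domain / Medium: Tris 50 mM pH 7.5, KCl, K2SO4, 0.01% BSA / Timing: protein complex preformed 1 h, compound exposure 1 h, room temperature, dark / Measured by: FRET, excitation 422 nm, emission at 530 and 480 nm / Evaluation: loss of energy transfer signal / Control set: 5 µM unlabeled CBFb as full-inhibition high control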
# 14-3-3 Bad PPI – disrupts binding of bovine 14-3-3 zeta to phospho-Bad peptide; inhibition, % at 21.7 µM; 220,000 compounds, 0.71% hits; TR-FRET 14-3-3zeta/Dy647-pBad peptide displacement, 1 h;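 active = inhibition above about 70%, limit read from the data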;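 also: 0% = full 14-3-3 plus peptide FRET controls and 100% = background without 14-3-3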
# Numbers without * were called inactive; · = no result given; [ ] = dose if it differs, or a comment. This is a random part of the collection; 3.2% or so of the library scored in one or more.
SMILES,EBV gp42 inh,Hck-Nef inh,TbHK1 inh,zVAD death inh,Runt-SMMHC FRET,MDM2 E3 inh,NCF1 inh,Runt-CBFb FRET,14-3-3 Bad PPI
O=C(Nc1ccccc1C(=O)O)c1cc(S(=O)(=O)N2CCCCC2)cs1,3,17,-5,8.0,-1,-13,2,2,-4
CCOc1ccc(C(=O)NCCC(=O)NCCCC(=O)O)cc1,-2,1,41,0.0,-4,0,5,3,-1
COc1cccc(-c2nc(NCCN3CCOCC3)c3ccccc3n2)c1O,-12,1,5,1.9,8,-25,-22,-2,-16
COc1oc(-c2ccc(Cl)cc2)nc1C(F)(F)F,4,1,2,4.5,-4,6,-3,0,0
Cc1ccc(C(=O)c2cc([N+](=O)[O-])ccc2N2CCOCC2)cc1C,2,2,-9,-0.7,-4,·,-8,1,-1
Cc1cccc(NC(=O)CN2C(=O)C(C)Oc3ccccc32)n1 (stereo not given),-2,-21,9,0.4,-7,-3,0,0,9
CCC(CC)c1nnc(NC(=O)c2cc(-c3ccccc3)nc3ccccc23)s1,-14,-1,-14,0.9,6,-4,-9,6,19
S=c1[nH]nc(CCSCc2ccccc2)n1-c1ccccc1,-3,21,-3,0.4,11,0,-4,8,-20
Cc1cc(C)c2nc(N3CCN(C)CC3)c(C#N)cc2c1,3,8,1,1.2,34,-13,-8,7,-5
CCOC(=O)Cc1nnc(NC(=O)CSc2ncc(-c3ccccc3)nn2)s1,-8,3,-8,0.2,-1,-3,1,0,1
Cc1cc(-c2n[nH]c(=S)n2/N=C/c2ccco2)n[nH]1,-6,17,-15,0.5,5,-9,-3,12,-6
COc1ccc(-n2c(COc3ccc(C)cc3)nnc2SCc2ccc(C#N)cc2)cc1,2,-1,7,-0.2,0,-10,-6,-3,-5
Cc1onc(-c2ccccc2)c1NC(=O)Nc1ccc(OC(F)F)cc1,-10,-5,2,1.2,1,-10,-1,1,0
Cc1[nH]c2ccccc2c1SCCNC(=O)c1ccc(Br)o1,-8,12,2,0.5,-4,-9,-19,-3,3
COCCN=C1Sc2nc3ccc(C)cc3cc2CN1Cc1ccco1,-3,7,-19,0.9,2,-14,-5,9,4
CCOc1ncccc1C(=O)OCc1ccc(Cl)cc1,-1,4,3,0.9,-1,-2,-5,-3,-1
CN(Cc1ccccc1)S(=O)(=O)c1ccc(NC(=O)C2CCCO2)cc1 (stereo not given),-10,-2,-10,3.5,1,-15,-43,-1,-19
CC(=O)c1ccc(NC(=S)NCCCn2ccnc2)cc1,5,26,-6,15,2,-25,-13,1,-15
CCOC(=O)C1=C(CN2CCOCC2)NC(=O)NC1c1cccc([N+](=O)[O-])c1 (stereo not given),-8,25,-1,0.5,2,-5,-12,1,-13
CCN(CC)S(=O)(=O)c1cccc(NC(=O)COC(=O)/C=C/c2cccs2)c1,-14,-12,-10,0.1,1,-4,-12,-2,3
CCCc1nc(SC)[nH]c(=O)c1C,-7,-8,1,0.8,1,-9,-4,-1,1
Cc1ccc(SCC(=O)NCc2ccc(F)cc2)cc1,-10,17,7,0.6,-2,-8,5,-3,-9
CCc1cc2c(=O)n(Cc3ccccc3)c(SC3CCOC3=O)nc2s1 (stereo not given),2,-6,-7,-0.6,0,-20,-3,-2,19
COC(=O)c1cn(CC(=O)NC2CCCCC2)c2ccccc12,6,0,3,-0.3,-2,-11,1,-2,6
CN(C)S(=O)(=O)c1cccc(NC(=O)CSc2nncn2-c2ccccc2)c1,-14,26,-2,2.3,-1,6,-9,0,-18
O=[N+]([O-])C(/C=C(\Cl)[N+](=O)[O-])=C(N1CCCCC1)N1CCCCC1,-90,21,-18,-2.7,-22,-5,-5,-15,-9
COc1ccc(NC(=O)CNS(=O)(=O)c2cccs2)c(OC)c1,-13,-2,-9,-0.9,-7,-8,-7,4,0
CCCCNC(=O)c1c(N)n(/N=C/c2ccccn2)c2nc3ccccc3nc12,-5,49,-32,36,1,-7,10,2,81*
CON(C)c1nc(Oc2ccc(=O)[nH]n2)nc(N(C)C)n1,-12,-9,4,0.3,-6,-1,-28,2,9
Cc1occc1-c1nnc(SCC(=O)Nc2nccs2)n1CCc1ccccc1,-4,2,-4,-0.5,3,-14,-4,1,-12
CC(=O)C1C(c2ccncc2)NC(=O)NC1(O)C(F)(F)F (stereo not given),-19,6,4,-0.5,-2,-20,-9,2,10[fluorescence artefact?]
CCNC(=O)CN(c1ccc(OC)c(OC)c1)S(=O)(=O)c1ccccc1,-19,2,-1,-0.3,0,-26,-2,0,-3[fluorescence artefact?]
Cc1ccccc1NC(=O)CN1C(=O)N/C(=C\c2ccc(N3CCOCC3)c(F)c2)C1=O,-19,22,-9,6.2,-42,2,24,-34,0
CCOC(=O)COc1ccc(Oc2nc(C)cc(OC)n2)nn1,-13,0,0,-0.1,0,5,5,0,4[fluorescence artefact?]
O=C(Cn1c(CO)nc2ccccc21)Nc1ccccc1Cl,-14,-9,2,4.5,-3,1,4,-1,-1
COc1cc(C2c3[nH]c4ccccc4c3CCN2Cc2cn(C)nc2C)ccc1F (stereo not given),-5,-40,-9,0.6,1,-3,0,-3,-8
CN1/C(=C\C=C2/SC(=S)N(CC(=O)O)C2=O)C(C)(C)c2ccccc21,-138,24,-10,0.4,-110,-13,-235,-22,-5
O=C1CC(c2cccc(Br)c2)C2=C(COC2=O)N1 (stereo not given),0,23,-2,-2.2,2,-21,2,0,-11
COc1ccc(Cc2c(N)nc(C)nc2N)cc1,2,25,-2,3.8,2,-11,1,2,-2
CCOc1ccc(/C(CCC(=O)O)=N/NC(=S)NC(C)C)cc1,-4,25,-13,1.6,11,-9,2,9,-2

# Part of the list above in order of molar mass, descending.
SMILES,EBV gp42 inh,Hck-Nef inh,TbHK1 inh,zVAD death inh,Runt-SMMHC FRET,MDM2 E3 inh,NCF1 inh,Runt-CBFb FRET,14-3-3 Bad PPI
COc1cc(C2c3[nH]c4ccccc4c3CCN2Cc2cn(C)nc2C)ccc1F (stereo not given),-5,-40,-9,0.6,1,-3,0,-3,-8
CN1/C(=C\C=C2/SC(=S)N(CC(=O)O)C2=O)C(C)(C)c2ccccc21,-138,24,-10,0.4,-110,-13,-235,-22,-5
CCOc1ccc(/C(CCC(=O)O)=N/NC(=S)NC(C)C)cc1,-4,25,-13,1.6,11,-9,2,9,-2
CCOC(=O)COc1ccc(Oc2nc(C)cc(OC)n2)nn1,-13,0,0,-0.1,0,5,5,0,4[fluorescence artefact?]
O=C1CC(c2cccc(Br)c2)C2=C(COC2=O)N1 (stereo not given),0,23,-2,-2.2,2,-21,2,0,-11

# (further entries)
SMILES,EBV gp42 inh,Hck-Nef inh,TbHK1 inh,zVAD death inh,Runt-SMMHC FRET,MDM2 E3 inh,NCF1 inh,Runt-CBFb FRET,14-3-3 Bad PPI
Cc1ccc(N)cc1-n1c(C)ccc1C,-14,1,-6,0.3,5,-14,-24,6,-9
Cc1ccc(O)c(NC(=O)c2noc(C(C)C)c2[N+](=O)[O-])c1,-22,27,-7,-1.5,4,0,-10,0,-7
C/C(=N\NC(=S)NC1CCCCC1)c1ccc(C#N)cc1,-1,4,-16,0.2,4,-16,2,2,-11[fluorescence artefact?]
O=C(NC(=O)N1CCOCC1)c1ccccc1,2,6,3,1.1,0,7,-12,0,3[fluorescence artefact?]
COc1ccccc1CCNS(=O)(=O)c1ccc(C(=O)O)n1C,-3,9,-5,0.7,1,4,-4,0,5
CCOC(=O)c1c(-c2ccccc2)csc1NC(=O)c1ccc(S(=O)(=O)N2CC(C)OC(C)C2)cc1 (stereo not given),-9,1,-31,0.4,-2,-11,-12,-1,8[fluorescence artefact?]
Cc1ccc(C(=O)Nc2ccc(N3CCOCC3)nc2N2CCOCC2)cc1,-1,4,-15,0.7,1,-8,-6,3,-11
Cc1cccc(C)c1-n1cccc1/C=C1\SC(=S)N(c2cccc(C(=O)O)c2)C1=O,2,46,31,-0.6,-24,1,-42,13,45
COCCCn1c(SCc2cccc(OC)c2)nc2cc(OC)c(OC)cc2c1=N,-5,2,-12,1.0,-7,13,-22,-2,11
Cc1ccc2c(c1)CCCN2C(=O)Nc1ccc2c(c1)OCO2,-12,-10,-1,0.1,-9,-7,7,5,11
CCOc1ccc2nc(/N=C/c3nc(-c4ccc(Br)cc4)oc3O)sc2c1,-86,5,-11,0.2,-231,-18,-192,-96,9
Clc1ccccc1C1CC(c2ccccc2)Nc2ncnn21 (stereo not given),-8,19,-1,0.0,1,-7,-9,0,4
Cc1ccc(OCC(=O)N2N=C(C(F)(F)F)CC2(O)C(C)(C)C)cc1C (stereo not given),-11,3,4,0.8,-4,-3,-17,-1,5
O=C(CCn1nc(-c2ccc(Cl)cc2)c2ccccc2c1=O)NN1CCOCC1,-10,-1,-4,0.3,0,1,-14,-1,0
N#C/C(=C/c1ccccc1[N+](=O)[O-])c1nnc2n1CCCCC2,-20,1,-12,-0.1,-3,5,-5,1,23
COc1ccccc1Nc1nnc(SCC(=O)NC(=O)Nc2ccc3c(c2)OCCO3)s1,-19,3,3,1.9,0,-3,-3,3,-7
CN1C(=O)/C(=C2\SC(=S)N(CCCCCC(=O)O)C2=O)c2ccccc21,73*,40,-14,-1.5,-1,-6,15,-3,62
COC(=O)C(C(=O)Nc1cccc(C)n1)C1CCCCCC1 (stereo not given),-25,0,5,0.0,-5,0,-16,·,1
COc1cc(C(=O)Nc2cccc(-c3cn4cccnc4n3)c2)cc(OC)c1OC,2,17,-14,58,-4,-11,-6,0,-8
CSCC[C@H](NC(=O)c1cccc([N+](=O)[O-])c1C)c1nc2ccccc2[nH]1,3,2,-3,1.5,-5,-14,-4,1,1[fluorescence artefact?]
COc1ccc(CN2CCCC(C(=O)c3cccc(OC(C)C)c3)C2)cc1Cn1cccn1 (stereo not given),-6,18,7,-0.7,-4,5,-18,-1,-5
O=C(O)C1C2CCC(O2)C1C(=O)NCc1ccc(Cl)cc1 (stereo not given),-3,3,5,-0.2,5,0,-9,-2,7[fluorescence artefact?]
CCOC(=O)Cn1c(=O)c(-c2ccccc2NC)nc2ccccc21,-33,13,-18,-0.8,0,-16,39*,1,-7
CSCCC(NC(=O)C1CCC(C)CC1)C(=O)N1CCN(c2ccccn2)CC1 (stereo not given),-5,2,47,0.6,0,-10,-4,-1,·
Cc1ccc(S(=O)(=O)c2cc3c(=O)n4ccccc4nc3n(CC3CCCO3)c2=N)cc1C (stereo not given),-7,4,-12,-0.3,106*,7,-11,98*,-3
CCCNC(=O)COc1ccc2c(=O)c(Oc3ccccc3F)coc2c1,-17,2,-5,-0.5,5,-12,5,-3,-2
CCC(CC)C(=O)Nc1cccc(C(=O)N2CCCCCC2)c1,-15,4,3,0.4,-3,0,1,0,-1
COc1cnc(-c2ccccc2)nc1Oc1ccc(C(C)(C)C)cc1,-12,-1,2,1.7,-10,-24,-5,-12,1
N#CCC(=O)N/N=C/c1ccc(Cl)cc1,-9,15,-4,0.0,2,6,2,0,-5
Cc1csc(N(C(=O)c2cccc(S(=O)(=O)N(C)C)c2)c2ccccc2)n1,-36,0,-3,-0.4,-8,-5,-2,-2,-6[fluorescence artefact?]
CCOC(=O)c1cc(C(C)(C)C)n(CCCN2CCOCC2)c1C,-2,8,-8,-0.4,-1,-5,-4,-2,-16
